VP16 counter: VP16 counterscreen qHTS for inhibitors of ROR gamma transcriptional activity; Potency, µM (highest dose often 53.6 µM), for the others: at the top dose activity, negative = inhibition, most hits filed as inhibitors; actives 3.5% (n = 310,000); AID 2546, 2010; Drosophila S2 Gal4-VP16 UAS-luciferase, luminescence, 20 h;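 further: Gal4-VP16 expression switched on by copper sulfate through the metallothionein promoter; potency means the concentration at half of the fitted maximal effect; on the % scale 0 is the no-effect control and ±100 the full control effect; nearly all actives have a fitted effect of over 50% in size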
ELG1 repair inh: qHTS screen for small molecules that inhibit ELG1-dependent DNA repair in human embryonic kidney (HEK293T) cells expressing luciferase-tagged ELG1; Potency, µM (doses to about 46.1 µM), for inactives: at the top dose activity change, negative = inhibition, actives largely listed as inhibitors; HEK293T ELG1-luciferase reporter, luminescence, 16 h; DNA damage induced by 5-fluorouridine; actives 2.3% (n = 330,000); further: potency means the concentration at half of the fitted maximal effect; on the % scale 0 is the no-effect control and ±100 the full control effect; nearly all actives have a fitted effect of over 55% in size
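DMSO vehicle served as the neutral condition. Each well held 2,000 cells given 5-fluorouridine plus compound; after 16 hr at 37 °C/5% CO2, ONE-Glo was added and luciferase measured 30 min later.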
RORgamma inh: qHTS for inhibitors of ROR gamma transcriptional activity | Drosophila S2 Gal4-RORgamma UAS-luciferase reporter, 20 h | Potency, µM (top dose mostly 53.6 µM), for inactives: top-dose activity change, negative = inhibition, hits mostly inhibitors | actives 5.4% (n = 310,000) | AID 2551, 2010; further: potency means the concentration at half of the fitted maximal effect; on the % scale 0 is the no-effect control and ±100 the full control effect; nearly all actives have a fitted effect of over 60% in size
Target sequence (P51450 whole entry, looked up, the tested form may be a part): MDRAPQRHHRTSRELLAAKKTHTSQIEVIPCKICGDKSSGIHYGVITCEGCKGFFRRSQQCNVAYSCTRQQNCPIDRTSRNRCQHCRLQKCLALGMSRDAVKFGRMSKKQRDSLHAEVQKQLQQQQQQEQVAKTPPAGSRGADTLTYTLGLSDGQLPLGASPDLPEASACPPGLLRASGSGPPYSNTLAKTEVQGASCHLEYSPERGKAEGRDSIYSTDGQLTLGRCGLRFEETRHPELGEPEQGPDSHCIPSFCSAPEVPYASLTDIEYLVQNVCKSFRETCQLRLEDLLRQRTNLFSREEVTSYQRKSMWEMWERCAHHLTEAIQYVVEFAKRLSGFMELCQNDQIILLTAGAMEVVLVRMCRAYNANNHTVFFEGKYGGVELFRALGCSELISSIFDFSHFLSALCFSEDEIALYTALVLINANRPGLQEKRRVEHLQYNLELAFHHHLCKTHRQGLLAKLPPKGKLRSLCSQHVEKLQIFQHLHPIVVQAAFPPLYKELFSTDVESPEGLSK
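Compounds are pin-transferred onto Drosophila Schneider cells expressing a copper-inducible Gal4–ROR gamma transactivation domain fusion. After 1 hr, copper sulfate is added to 700 uM final; luciferase is read 20 hr later.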
BRCA1 expr act: qHTS Assay to Identify Small Molecule Activators of BRCA1 Expression; actives 1.1% (n = 380,000); Potency, µM (top dose mostly 46.1 µM), for the others: at the top dose activation, hits mostly activators; MCF7-BRCA1-FFLuc reporter, luminescence, 48 h; response scale: scaled: vehicle 0%, 10 µM genistein 100%; further: potency means the concentration at half of the fitted maximal effect; nearly all actives have a fitted effect of over 80% in size; some results filed as inactive show a strong effect at the top dose
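48 h compound treatment of MCF7-BRCA1-FFLuc cells (phenol-red free MEM, 37 °C), then 15 min with luciferase substrate and luminescence imaging.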
TRPV1 agonist: HTS Assay for Compounds that Act as Agonists of the Vanilloid Receptor 1. Transient receptor potential cation channel subfamily V member 1 (Homo sapiens), Q8NER1. TRPV1-expressing cells, Fluo-8 calcium influx, agonist mode. activation, % at 8.33 µM. actives 0.19% (n = 320,000). AID 540275, 2011; in the data active means activation above about 80%; inconclusive means between about 30% and that limit; further: 0% is about no effect
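Fluo-8 calcium influx in TRPV1-expressing cells, kinetic read (ex 480/em 520 nm). Compound added and read 3 min for agonist activity, followed by capsaicin at EC20 final and 2 min further read for enhancement.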
NPC1 prom act: qHTS Assay for NPC1 Promoter Activators. actives 2.4% (n = 320,000). Huh7 NPC1 promoter luciferase reporter, 24 h. Potency, µM (series often up to 9.22 µM), for inactives: at the top dose activation, most hits filed as activators;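 further: potency means the concentration at half of the fitted maximal effect; % of control where 0% means no effect; nearly all actives have a fitted effect of over 60% in size; reporter is driven by a mutant NPC1 promoter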
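Huh7 reporter cells (NPC1 promoter driving luciferase) are dosed with compound for 24 h at 37 °C, 5% CO2; luciferase detection reagent is then added and luminescence measured after 10 min at ambient temperature.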
FLuc counter: qHTS profiling assay for firefly luciferase inhibitor/activator using purifed enzyme and Km concentrations of substrates (counterscreen for miR-21 project) | Luciferin 4-monooxygenase (Photinus pyralis), P08659 | purified FLuc, Km substrates, luminescence inhibition | Potency, µM (highest dose often 57.5 µM), inactives show at the top dose activity change, negative = inhibition, most hits filed as inhibitors | actives 6.9% (n = 360,000) | AID 588342, 2011;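 further: potency means the concentration at half of the fitted maximal effect; plate controls were vehicle for no effect and reference inhibitor for full effect; nearly all actives have a fitted effect of over 55% in size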
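Purified P. pyralis luciferase (10nM final) with 10uM D-luciferin and 10uM ATP (Km levels) in 50mM Tris acetate pH 7.5, 10mM Mg acetate, 0.01% Tween-20, 0.05% BSA; qHTS 6-point titration, ~60 µM downward; luminescence read.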
p53 reactivator: qHTS assay for re-activators of p53 using a Luc reporter. Potency, µM (highest dose often 92.2 µM), inactives show top-dose activity change, positive = activation, usual class: activators. actives 0.063% (n = 320,000). H1299 p53-A138V BP100-luciferase reporter, luminescence, 24 h. AID 504706, 2011; further: potency means the concentration at half of the fitted maximal effect; % of control where 0% means no effect; nearly all actives have a fitted effect of over 45% in size
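H1299 (p53-null), stable ts p53-A138V + BP100-Luc; 1000 cells/well, Opti-MEM/10% FBS; cpd 4 pt, 1:5; 24 h, 37 deg C, 5% CO2; detection reagent 10 min RT; luminescence.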
ELG1 genotox: qHTS screen for small molecules that induce genotoxicity in human embryonic kidney (HEK293T) cells expressing luciferase-tagged ELG1; HEK293T ELG1-luciferase reporter, luminescence, 16 h; Potency, µM (doses to about 46 µM), without a hit: at the highest dose activity change, positive = activation, usual class: activators; actives 1.3% (n = 330,000); further: potency means the concentration at half of the fitted maximal effect; % of control where 0% means no effect; nearly all actives have a fitted effect of over 60% in size
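HEK293T cells expressing luciferase-tagged ELG1 were exposed to compound or DMSO vehicle for 16 hr at 37 °C and 5% CO2. Luciferase activity was then measured with ONE-Glo after 30 min at room temperature.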
Rab9 promoter act: qHTS Assay for Rab9 Promoter Activators. Potency, µM (titrated, usually from 9.22 µM), for the others: top-dose activation, negative = inhibition, most hits filed as activators. actives 2.8% (n = 320,000). Huh7 Rab9 promoter-luciferase reporter, luminescence, 24 h; further: potency means the concentration at half of the fitted maximal effect; % of control where 0% means no effect; nearly all actives have a fitted effect of over 60% in size
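Luminescence from Amplite-detected luciferase (10 minutes, ambient) reports Rab9 promoter activation. Before that, stable Rab9-luciferase Huh7 cells (1500/well, reduced-serum OP-MEM I plus 10% FBS) were exposed to compound for 24 hours at 37C.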
Tb PFK block: qHTS Assay to Find Inhibitors of T. brucei phosphofructokinase. Potency, µM (doses to about 57.5 µM), for inactives: top-dose activity, negative = inhibition, actives largely listed as inhibitors. ATP-dependent 6-phosphofructokinase (Trypanosoma brucei brucei), O15648. actives 0.17% (n = 330,000). T. brucei PFK, ADP-Glo luminescence;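 further: potency means the concentration at half of the fitted maximal effect; 0% = uninhibited 1x PFK enzyme wells and -100% = no-enzyme wells; nearly all actives have a fitted effect of over 60% in size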
Target sequence (O15648 whole entry, looked up): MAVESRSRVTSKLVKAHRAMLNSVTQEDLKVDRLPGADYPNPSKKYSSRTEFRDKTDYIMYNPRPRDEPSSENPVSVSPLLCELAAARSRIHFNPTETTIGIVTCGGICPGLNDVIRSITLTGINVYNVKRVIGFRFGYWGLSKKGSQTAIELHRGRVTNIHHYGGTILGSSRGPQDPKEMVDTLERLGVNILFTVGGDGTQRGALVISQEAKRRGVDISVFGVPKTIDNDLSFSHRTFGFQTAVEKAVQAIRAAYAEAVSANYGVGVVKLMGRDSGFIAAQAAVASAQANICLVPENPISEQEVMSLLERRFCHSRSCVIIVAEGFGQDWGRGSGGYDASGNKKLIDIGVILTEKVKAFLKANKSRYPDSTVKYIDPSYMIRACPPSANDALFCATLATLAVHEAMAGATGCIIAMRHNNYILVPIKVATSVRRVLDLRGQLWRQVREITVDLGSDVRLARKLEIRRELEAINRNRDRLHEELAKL
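PFK 1.25 nM, F6P 0.5 mM, ATP 0.1 mM, 0.1 M TEA pH 8.0, 5 mM MgCl2, 0.01% Tween20, 0.1% BSA; 45 min RT. ADP-Glo readout. qHTS titration up to 57 uM; curves fitted, compounds curve-classed.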
* hit, by the source's call; ? = inconclusive; / = no result given; [ ] = dose if it differs, or a comment. Unless noted, the call rests on the fitted dose curve; in most records, active means well fitted curve in the direction sought with a large enough effect; inconclusive means small, poorly fitted or top-dose-only effect, or another doubt; inactive means no such curve, though single readings can be large; an effect the other way counts as inactive or inconclusive.

Start of the data: the first two records, ahead of the listing:
SMILES | VP16 counter | ELG1 repair inh | RORgamma inh | BRCA1 expr act | TRPV1 agonist | NPC1 prom act | FLuc counter | p53 reactivator | ELG1 genotox | Rab9 promoter act | Tb PFK block
C[C@@H]1CCC[C@]2(O[C@H](CCO)C[C@H](O)[C@H]2O)O1 | ? | 9% | 36% | 13% | -3 | 2% | 3% | 0% | 4% | -1% | 10%
CCOC(=O)c1c(P(=O)(N2CCOCC2)N2CCOCC2)noc1N | -7% | 0% | -19% | -21% | 0 | -5% | 9% | -4% | 2% | -8% | 4%

This part in full, from the start:
SMILES | VP16 counter | ELG1 repair inh | RORgamma inh | BRCA1 expr act | TRPV1 agonist | NPC1 prom act | FLuc counter | p53 reactivator | ELG1 genotox | Rab9 promoter act | Tb PFK block
C[C@@H]1CCC[C@]2(O[C@H](CCO)C[C@H](O)[C@H]2O)O1 | ? | 9% | 36% | 13% | -3 | 2% | 3% | 0% | 4% | -1% | 10%
CCOC(=O)c1c(P(=O)(N2CCOCC2)N2CCOCC2)noc1N | -7% | 0% | -19% | -21% | 0 | -5% | 9% | -4% | 2% | -8% | 4%
CC[C@H](C)[C@@H]1NC(=O)c2cc([N+](=O)[O-])cc(I)c2SC[C@@H](C(N)=O)NC(=O)[C@H](CCCCN)NC1=O | 11% | 1% | 2% | 10% | 1 | -2% | 3% | 2% | 0% | -4% | -1%
CCOc1ccc(N2CC(C(=O)NCc3ccc(C)n3C)CC2=O)cc1 (stereo not given) | 5% | 4% | 0% | 5% | 3 | 2% | 3% | 0% | 2% | -6% | -2%
O=C(C1=C[C@H](c2ccc(C(F)(F)F)cc2)C[C@H](OCCCCO)O1)N1CCN(Cc2ccc3c(c2)OCO3)CC1 | ? | -38% | -52% | -4% | 4 | -2% | 0% | 3% | -13% | -14% | -1%
COc1ccc(N2CCN(C(CNC(=O)C(=O)NCCCn3ccnc3)c3ccco3)CC2)cc1 (stereo not given) | -5% | -12% | -29% | -21% | -3 | -5% | -3% | -2% | 6% | -4% | -4%
CCOc1ccccc1Nc1nnc(SCC(=O)NC(Cc2c[nH]c3ccccc23)C(=O)O)s1 (stereo not given) | 10% | 15% | ? | -6% | -2 | 1% | ? | 1% | -1% | -3% | -4%
Cn1ncc(Br)c1C(=O)Nc1cccc(C(F)(F)F)c1 | -29% | 12% | 0% | -9% | ? | -3% | -17% | 2% | -1% | 0% | 3%
O=C(NC1CCN(C(=S)NCc2ccco2)CC1)NC12CC3CC(CC(C3)C1)C2 | 9% | -16% | 31% | -1% | -1 | -4% | 2% | 2% | -1% | 4% | -2%
COc1ccc(-c2n[nH]c(C)c2-c2cnn(-c3ccccc3)c2)c(O)c1C | ? | ? | 11µM* | -36% | 2 | -3% | 4% | -34%[inhibitor] | 0% | 4% | 2%
Cc1cc(C(=O)O)cc(S(=O)(=O)NNC(=O)c2cccs2)c1C | -6% | 6% | -13% | -1% | -3 | 3% | 3% | 0% | -2% | 1% | 4%
O=C1c2ccccc2NC(c2ccccc2Cl)N1N=C1CCCCCC1 (stereo not given) | -2% | ? | -16% | -1% | 19 | -2% | 12µM* | ? | ? | -1% | -1%
N/C(=N\OC(=O)CCCOc1ccccc1)c1cccc([N+](=O)[O-])c1 | -14% | 3% | 17% | 17% | 3 | -1% | -2% | 10% | 2% | -3% | 0%
O=S(=O)(Nc1ccccn1)c1cccc(S(=O)(=O)c2ccc(Cl)cc2)c1 | -4% | 11% | 42% | -10% | -3 | -4% | -20% | -3% | 0% | 3% | -1%
Cn1c(N)c(C(=O)CSc2nnnn2-c2ccccc2)c(=O)n(C)c1=O | -9% | 3% | 19% | 0% | 1 | -4% | 0% | -4% | 9% | -3% | 3%
O=C(COC(=O)CCCc1c[nH]c2ccccc12)Nc1ccc2c(c1)OCO2 | -3% | 3% | -5% | -5% | 20 | -1% | -18% | 3% | -7% | -3% | -1%
S=c1[nH]nc(-c2ccccn2)n1/N=C/c1cccc(Cl)c1 | ? | -12% | 11µM* | 0% | 1 | -6% | ? | -3% | 0% | 0% | 5%
COc1ccc(NC(=O)C(Sc2nnc(-c3ccncc3)n2-c2ccccc2C)c2ccccc2)cc1Cl (stereo not given) | 1% | 8% | 20% | -65% | 1 | -6% | -8% | -6% | 2% | -5% | -1%
CCOc1ccc(NCc2ccccc2OCc2cccc(F)c2)cc1 | -14% | ? | 12% | -60% | 5 | 0% | ? | ? | 1% | -2% | 0%
C/C(=N/NC(=O)c1cccs1)c1ccc(N2CCOCC2)cc1 | ? | ? | -9% | ? | 3 | 27% | ? | 23% | ? | ? | -2%
CCOC(=O)[C@H]1[C@H]2COc3ccc(Cl)cc3[C@@H]2N2C(=O)c3cc(OC)ccc3NC(=O)[C@@]12C | / | -23% | / | -13% | ? | -4% | -1% | -14% | 0% | -4% | -12%
O=[N+]([O-])c1ccc(N=NN(CCO)CCO)cc1 | -12% | 20% | 9% | 36% | -2 | -6% | 6% | 2% | 2% | 0% | 0%
O=C(Nc1cccc2ncccc12)c1cccnc1 | 10%[0.365 µM] | 10% | -20% | -15% | -7 | 8% | -1% | -10% | 2% | -1% | -4%
CCn1cc(C(=O)OC)c(=O)c2ccc(C)nc21 | -3%[10 µM] | 3% | -14% | -14% | -4 | -3% | 1% | -3% | -8% | -8% | -1%
O=C(Cn1cc([N+](=O)[O-])ccc1=O)NCC(=O)Nc1ccc(F)c(F)c1F | / | 6% | / | -10% | / | / | / | 9% | 3% | / | -4%

3 compounds from above, sorted by formula weight, ascending:
SMILES | VP16 counter | ELG1 repair inh | RORgamma inh | BRCA1 expr act | TRPV1 agonist | NPC1 prom act | FLuc counter | p53 reactivator | ELG1 genotox | Rab9 promoter act | Tb PFK block
CCOc1ccc(NCc2ccccc2OCc2cccc(F)c2)cc1 | -14% | ? | 12% | -60% | 5 | 0% | ? | ? | 1% | -2% | 0%
COc1ccc(-c2n[nH]c(C)c2-c2cnn(-c3ccccc3)c2)c(O)c1C | ? | ? | 11µM* | -36% | 2 | -3% | 4% | -34%[inhibitor] | 0% | 4% | 2%
O=C1c2ccccc2NC(c2ccccc2Cl)N1N=C1CCCCCC1 (stereo not given) | -2% | ? | -16% | -1% | 19 | -2% | 12µM* | ? | ? | -1% | -1%

Going on with the list:
SMILES | VP16 counter | ELG1 repair inh | RORgamma inh | BRCA1 expr act | TRPV1 agonist | NPC1 prom act | FLuc counter | p53 reactivator | ELG1 genotox | Rab9 promoter act | Tb PFK block
Fc1ccc(CSc2ccc(-c3cccs3)nn2)cc1 | -15% | ? | -4% | 10µM* | ? | ? | ? | ? | ? | ? | -6%
CCS(=O)(=O)c1ccc(O)c(NC(=O)/C=C/c2ccccc2)c1 | 3% | ? | ? | 13µM* | -1 | ? | ? | 8% | 13% | ? | 0%
CCOc1ccc(/C=N/NC(=O)C2CC2)c(OCC)c1 | -3% | -4% | -43% | -21% | 1 | 1% | 0% | 15% | 4% | 0% | -1%
CS(=O)(=O)N1CCN(c2ccccc2NC(=O)Cc2ccc(Cl)cc2)CC1 | -4% | 1% | 2% | -45% | 3 | -5% | -1% | -15% | 6% | 2% | 2%
O=C(Nc1ccsc1C(=O)O)c1cccc(Oc2ccccc2)c1 | ? | ? | ? | ? | 2 | 1.8µM* | 0.76µM* | ? | ? | 0.89µM* | 0%
COc1ccc(Cc2nnc(SCc3c(C)noc3C)n2C2CCCCC2)cc1OC | -3% | ? | -36% | 46% | -1 | 0% | -13% | 5% | 3% | 6% | 2%
Cc1ccccc1/C=N/n1c(COc2ccccc2)n[nH]c1=S | ? | -19% | 4.5µM* | -2% | 17 | 1% | -1% | 4% | -6% | 0% | 2%

Sorted by the number under RORgamma inh (rising): three from the list above.
smiles,RORgamma inh
COc1ccc(N2CCN(C(CNC(=O)C(=O)NCCCn3ccnc3)c3ccco3)CC2)cc1 (stereo not given),-29%
CCOc1ccc(N2CC(C(=O)NCc3ccc(C)n3C)CC2=O)cc1 (stereo not given),0%
O=S(=O)(Nc1ccccn1)c1cccc(S(=O)(=O)c2ccc(Cl)cc2)c1,42%

From PubChem
